TDP1 cell noCPT: qHTS for Inhibitors of human tyrosyl-DNA phosphodiesterase 1 (TDP1): qHTS in cells in absence of CPT | DT40 Tdp1-/- hTDP1 cells, no CPT, ATP luminescence, 48 h | Potency, µM (series often up to 46.2 µM), for inactives: at the highest dose activity change, negative = growth inhibition, most hits filed as inhibitors | 420,000 compounds, 15% hits; note: nearly all actives have a fitted effect of over 55% in size
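Growth of hTDP1-complemented DT40 Tdp1-knockout cells is measured by ATP luminescence after at least 48 hr compound exposure at 37 °C, with DMSO substituting for the 20 nM CPT used in the parallel screen.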
TDP1 inh: inhibitors of human tyrosyl-DNA phosphodiesterase TDP1; Q9NUW8; 350,000 compounds, 0.28% hits; Potency, µM (doses to about 130 µM), inactives show at the highest dose activity change, negative = inhibition, actives largely listed as inhibitors; recombinant TDP1, AlphaScreen DNA substrate cleavage; AID 485290; note: nearly all actives have a fitted effect of over 40% in size
Target sequence (Q9NUW8 whole entry, looked up): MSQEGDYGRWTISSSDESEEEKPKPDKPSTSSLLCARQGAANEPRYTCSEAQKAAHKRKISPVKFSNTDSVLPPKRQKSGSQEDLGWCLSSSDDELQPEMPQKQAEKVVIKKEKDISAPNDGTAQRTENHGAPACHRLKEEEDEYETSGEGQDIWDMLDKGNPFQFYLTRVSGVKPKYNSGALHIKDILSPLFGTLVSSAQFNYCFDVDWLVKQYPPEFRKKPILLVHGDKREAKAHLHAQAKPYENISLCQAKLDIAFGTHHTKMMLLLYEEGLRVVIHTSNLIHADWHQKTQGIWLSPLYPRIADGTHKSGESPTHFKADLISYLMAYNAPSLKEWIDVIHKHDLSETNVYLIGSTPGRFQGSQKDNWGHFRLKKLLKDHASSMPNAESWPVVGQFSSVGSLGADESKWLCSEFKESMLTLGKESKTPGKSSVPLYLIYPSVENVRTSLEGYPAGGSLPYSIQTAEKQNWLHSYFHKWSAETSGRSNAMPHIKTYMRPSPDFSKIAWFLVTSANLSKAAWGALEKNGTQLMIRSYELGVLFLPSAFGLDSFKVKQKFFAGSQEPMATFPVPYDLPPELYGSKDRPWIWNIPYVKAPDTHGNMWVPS
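Here, a 5' biotin and 3' phosphotyrosine-FITC DNA oligonucleotide reports Tdp1 activity: intact substrate bridges AlphaScreen beads, while cleavage leaves a 3' phosphate and drops signal. All incubations at room temperature.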
N370S GC mod: inhibitors or activators of N370S glucocerebrosidase for Gaucher disease. N370S GC spleen homogenate, 4MU-glucoside fluorescence. Potency, µM (highest dose often 59.4 µM), without a hit: top-dose activity change, negative = inhibition, hits mostly inhibitors. 330,000 compounds, 0.092% hits;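 note: 0% = full enzyme activity and -100% = no enzyme basal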
Starred values were filed as active, the others as inactive; [ ] = another dose, or the depositor's remark. Calls come from the whole dose curve; as a rule, active = well fitted curve in the direction sought with a large enough effect; inconclusive = small, poorly fitted or top-dose-only effect, or another doubt; inactive = no such curve, though single readings can be large; an effect the other way counts as inactive or inconclusive. Unless noted, % is set by controls: 0 for no effect and ±100 for the full control effect; potency is the fitted concentration of half-maximal effect.

Screening O=C(NCCS(=O)(=O)c1ccc(Br)cc1)c1ccc(Cl)cc1 returned TDP1 cell noCPT -2%, TDP1 inh 2% and N370S GC mod -7%.
For O=[N+]([O-])c1ccc(NCc2ccc(Cl)cc2)nc1 the results were TDP1 cell noCPT -9%, TDP1 inh 1% and N370S GC mod -4%.
COc1ccc(CC(NC(C)=O)C(=O)NC2CCN(C(=O)NCc3ccccc3)CC2)cc1OC (stereo not given) was read as TDP1 cell noCPT -11%, TDP1 inh -6% and N370S GC mod 19%.
For CCOc1ccccc1C(=O)NCC(=O)OCC(=O)c1ccc2c(c1)OCCO2 the results were TDP1 cell noCPT -3%, TDP1 inh -4% and N370S GC mod 26%.
Screening CC(C)c1nc2sc3c(=O)[nH]c(=S)[nH]c3c2c2c1CCCC2 returned TDP1 cell noCPT -4% and N370S GC mod 12%.
Screening CCOc1ccc(-c2cnc(NCc3ccc(OC)cc3OC)n2C)cc1 returned TDP1 cell noCPT inconclusive and TDP1 inh 3%.
COc1cc(C(=O)N(Cc2ccccn2)CC2CCCO2)cc(OC)c1OC (stereo not given) was read as TDP1 cell noCPT -3%, TDP1 inh 7% and N370S GC mod 5%.
For Cc1cccc(C)c1NC(=S)NCCc1ccccn1 the results were TDP1 cell noCPT -20%, TDP1 inh 2% and N370S GC mod 8%.
Cc1ccc(NC(=O)CN(C)C(=O)CSc2n[nH]c(N)n2)cc1 was read as TDP1 cell noCPT -14%, TDP1 inh 0% and N370S GC mod -6%.
COc1cccc(C(=O)N/N=C/c2ccc(OC3CSC3)cc2)c1 was read as TDP1 cell noCPT inconclusive, TDP1 inh 0% and N370S GC mod 2%.
`CCOC(=O)C1CCCN(S(=O)(=O)c2cccc3cccnc23)C1` (stereo not given) gave TDP1 cell noCPT -15%, TDP1 inh 4% and N370S GC mod 0%.
For C=CCn1c(O)c(C=Nc2ccccc2)sc1=S the results were TDP1 cell noCPT -15%, TDP1 inh 3% and N370S GC mod 16%.
`COc1ccccc1CCNC(=O)c1cc2c(=O)n3cccc(C)c3nc2n1C` gave TDP1 cell noCPT -27% and TDP1 inh -1%.
Screening COc1ccc(-c2c(C(F)(F)F)oc3cc(OCC(=O)Nc4ccccc4C(F)(F)F)ccc3c2=O)cc1OC returned TDP1 cell noCPT inconclusive, TDP1 inh 0% and N370S GC mod 0%.
Screening Cc1cc(C(=O)OCC(=O)NCc2ccco2)c(C)o1 returned TDP1 cell noCPT 14%, TDP1 inh 5% and N370S GC mod -6%.
For c1cn(-c2ncnc3ccc(-c4ccoc4)cc23)cn1 the results were TDP1 cell noCPT 23µM* and N370S GC mod -14%.
`COc1ccc(N2CCN(c3nc(Cl)nc(N4CCOCC4)n3)CC2)cc1` gave TDP1 cell noCPT -21%, TDP1 inh 2% and N370S GC mod 5%.
Screening Cc1cccc(OCCCCn2c(C3CC(=O)N(c4ccccc4Cl)C3)nc3ccccc32)c1 (stereo not given) returned TDP1 cell noCPT inconclusive and TDP1 inh 10%.
`N#C/C(=C\c1c(N2CCOCC2)nc2ccccn2c1=O)S(=O)(=O)c1ccccc1` gave TDP1 cell noCPT -21%, TDP1 inh 1% and N370S GC mod 5%.
For Cc1csc(SCC(=O)NC23CC4CC(CC(C4)C2)C3)n1 the results were TDP1 cell noCPT inconclusive, TDP1 inh 5% and N370S GC mod 17%.
For Cc1cccc2c(Cl)cc(=O)[nH]c12 the results were TDP1 inh 2% and N370S GC mod 6%.
For COc1cc(Cl)ccc1OCc1cc(C(=O)NCC(C)c2ccccc2)no1 (stereo not given) the results were TDP1 cell noCPT -10%, TDP1 inh 0% and N370S GC mod 5%.
For O=C(Nc1cccc2ncccc12)c1cc2ccccc2o1 the results were TDP1 cell noCPT inconclusive, TDP1 inh -3% and N370S GC mod -1%.
`Cc1ccc(C(=O)N2CCN(Cc3cc(=O)n4nc(-c5ccccc5)sc4n3)CC2)cc1` gave TDP1 cell noCPT -4% and TDP1 inh 5%.
`CN(C(=O)c1ccc(C#N)cc1)c1nnc(-c2cnccn2)s1` gave TDP1 cell noCPT 13% and N370S GC mod -3%.
For COc1ccc(NC(=O)c2sc(N3CCOCC3)nc2-c2ccccc2)c(OC)c1 the results were TDP1 cell noCPT inconclusive, TDP1 inh 3% and N370S GC mod 3%.
Screening COC(=O)COc1c(Cl)cc(Cl)c2ccc(C)nc12 returned TDP1 cell noCPT 0%, TDP1 inh 7% and N370S GC mod 3%.
Screening COc1ccccc1NC(=O)CCn1c(=O)sc2ccccc21 returned TDP1 cell noCPT -3%, TDP1 inh 0% and N370S GC mod -1%.
Screening COc1ccc(NS(=O)(=O)c2ccc(NS(C)(=O)=O)cc2)cc1 returned TDP1 cell noCPT inconclusive, TDP1 inh -2% and N370S GC mod 4%.
`CCOC(=O)N1CCN(C(=O)c2ccc(Oc3ccc([N+](=O)[O-])cc3)cc2)CC1` gave TDP1 cell noCPT 23µM*, TDP1 inh 3% and N370S GC mod -21%.
For COc1ccc(NC(=S)NCc2ccc(S(N)(=O)=O)cc2)cc1OC the results were TDP1 cell noCPT -17%, TDP1 inh 4% and N370S GC mod 6%.
For CN(C)c1oc(-c2ccccc2Cl)nc1C#N the results were TDP1 cell noCPT inconclusive, TDP1 inh 0% and N370S GC mod 8%.
Cc1ccc(CNC(=O)c2cnn(-c3cccc(C)c3)c2C2CCN(C(=O)OC(C)(C)C)CC2)cc1 was read as TDP1 cell noCPT 23µM* and TDP1 inh 6%.
CC1CCN(c2nc3c(cc2C#N)COC(C)(C)C3)CC1 was read as TDP1 cell noCPT inconclusive, TDP1 inh 1% and N370S GC mod -14%.
CC(=O)c1cn(-c2ccc(Cl)cc2)c(=O)n(Cc2ccc(F)cc2)c1=O was read as TDP1 cell noCPT 9.2µM*, TDP1 inh 0% and N370S GC mod -7%.
Screening COc1cccc(/C=N/NC(=O)c2cccs2)c1 returned TDP1 cell noCPT -16%, TDP1 inh 1% and N370S GC mod -4%.
Screening CCS(=O)(=O)N1CCc2nc(-c3ccccc3)sc2C1 returned TDP1 cell noCPT inconclusive and N370S GC mod -3%.
`CCCCS(=O)(=O)Nc1ccc(Cc2ccncc2)cc1` gave TDP1 cell noCPT -16%, TDP1 inh 3% and N370S GC mod -1%.
CC(=O)N1CCc2cc(S(=O)(=O)NCCCOC(C)C)ccc21 was read as TDP1 cell noCPT inconclusive, TDP1 inh 2% and N370S GC mod -13%.
Screening O=C(c1nnc(-c2ccncc2)o1)c1ccccc1Cl returned TDP1 cell noCPT 2%, TDP1 inh 1% and N370S GC mod -11%.

3 structures already listed, arranged by molecular weight, high to low:
For COc1ccc(NC(=S)NCc2ccc(S(N)(=O)=O)cc2)cc1OC the results were TDP1 cell noCPT -17%, TDP1 inh 4% and N370S GC mod 6%.
Screening CCS(=O)(=O)N1CCc2nc(-c3ccccc3)sc2C1 returned TDP1 cell noCPT inconclusive and N370S GC mod -3%.
For CN(C)c1oc(-c2ccccc2Cl)nc1C#N the results were TDP1 cell noCPT inconclusive, TDP1 inh 0% and N370S GC mod 8%.

The list goes on:
`Clc1ccc(-c2nnc(SCc3nc4ccccc4s3)o2)cc1` gave TDP1 cell noCPT 2%, TDP1 inh 2% and N370S GC mod 15%.
Screening CCCCn1c(N)c(N(CCC(C)C)C(=O)CSc2nnc(C)s2)c(=O)[nH]c1=O returned TDP1 cell noCPT -1%, TDP1 inh 4% and N370S GC mod 1%[2.35 µM].
COc1ccccc1NC(=O)C1CCC(CNc2c(N3CCCCC3)c(=O)c2=O)CC1 (stereo not given) was read as TDP1 cell noCPT 8%, TDP1 inh -3% and N370S GC mod 7%.
`CC(=O)c1ccc(NC(=O)Nc2ccc([N+](=O)[O-])cc2C)cc1` gave TDP1 cell noCPT 16µM*, TDP1 inh 1% and N370S GC mod -1%.
For CC(OC(=O)CCCC(=O)Nc1ccc(F)cc1)C(=O)c1ccccc1 (stereo not given) the results were TDP1 cell noCPT -13% and N370S GC mod 4%.
For Cc1c(C(=O)N2CCOCC2)oc2ccccc12 the results were TDP1 cell noCPT 11% and TDP1 inh -1%.
For Cc1cccc(OCC(=O)N2CCC3(CC2)CC(=O)c2ccccc2O3)c1 the results were TDP1 cell noCPT inconclusive, TDP1 inh -3% and N370S GC mod -16%.
COc1cccc(CNCc2cccc(Br)c2)c1OC was read as TDP1 cell noCPT inconclusive, TDP1 inh -8% and N370S GC mod -5%.
For CCOC(=O)c1cnc2ccc(C)cc2c1Sc1ccc(F)cc1 the results were TDP1 cell noCPT inconclusive, TDP1 inh 7% and N370S GC mod 13%.
For FC(F)(F)c1cccc(N2CCC(N=CN3CCCCCC3)=N2)c1 the results were TDP1 cell noCPT inconclusive, TDP1 inh 8% and N370S GC mod -18%.
`COc1ccc(NC(=O)Nc2cccc3ccccc23)c(OC)c1` gave TDP1 cell noCPT 4%, TDP1 inh 1% and N370S GC mod 2%.
Screening CCN(CC)CCn1c2c(c(SCC(=O)Nc3ccccc3Cl)nc1=O)CCCC2 returned TDP1 cell noCPT -13%, TDP1 inh inconclusive and N370S GC mod -2%.
For Cn1c(CNC(=O)c2ccc(Cl)cc2)nnc1SCC(=O)Nc1sc2c(c1C#N)CCCC2 the results were TDP1 cell noCPT -15%, TDP1 inh 5% and N370S GC mod 12%.
For NC(=O)Cn1cc(/C=N/NC(=O)c2ccc(Cn3cc(Cl)cn3)o2)c(-c2ccccc2)n1 the results were TDP1 cell noCPT 1%, TDP1 inh -6% and N370S GC mod -4%.
Cc1ccccc1NC(=O)c1ccc2c(c1)CCN2S(C)(=O)=O was read as TDP1 cell noCPT -16%, TDP1 inh 2% and N370S GC mod -8%.
Screening CCCc1cc(=O)[nH]c(SCC(=O)c2ccc(S(=O)(=O)N3CCCC3)cc2)n1 returned TDP1 cell noCPT -17%, TDP1 inh 2% and N370S GC mod 12%.
Screening O=C(NCc1ccccn1)c1cn(Cc2ccccc2)nn1 returned TDP1 cell noCPT -17%, TDP1 inh 0% and N370S GC mod 3%.
Screening CCC(C)NC(=O)c1cc2cc3ccc(OC)cc3nc2o1 (stereo not given) returned TDP1 cell noCPT inconclusive and N370S GC mod inconclusive.
Screening C=C(C)c1ccc(C(C)(C)NC(=O)N2CCN(C)CC2)cc1 returned TDP1 cell noCPT 21µM*, TDP1 inh -1% and N370S GC mod -1%.
`Cc1ccc2cc3c(NC(=O)c4cccnc4)nn(C)c3nc2c1` gave TDP1 cell noCPT 13µM*, TDP1 inh -3% and N370S GC mod 3%.

Overlap with the part before: 2 compounds; new compounds follow.
Screening C=C(C)c1ccc(C(C)(C)NC(=O)N2CCN(C)CC2)cc1 returned TDP1 cell noCPT 21µM*, TDP1 inh -1% and N370S GC mod -1%.
`Cc1ccc2cc3c(NC(=O)c4cccnc4)nn(C)c3nc2c1` gave TDP1 cell noCPT 13µM*, TDP1 inh -3% and N370S GC mod 3%.
Screening CSc1ccccc1NC(=O)COC(=O)c1ccc(O)cc1 returned TDP1 cell noCPT inconclusive, TDP1 inh 0% and N370S GC mod -3%.
`O=C(CSc1ncc(C(=O)O)n1-c1ccc(F)cc1)NCc1ccc2c(c1)OCO2` gave TDP1 cell noCPT 0%, TDP1 inh -2% and N370S GC mod 5%.
`CNC(=S)N/N=C/c1cn(Cc2ccc(C)cc2)c2ccccc12` gave TDP1 cell noCPT 18µM*, TDP1 inh 2% and N370S GC mod 13%.
Screening CC[C@H](C)[C@H](NC(=O)[C@H](CC(=O)O)NC(=O)[C@H](CC(C)C)NC(=O)[C@H](Cc1cnc[nH]1)NC(=O)[C@H](C)NC(=O)[C@H](Cc1ccccc1)NC(=O)[C@H](Cc1ccc(O)cc1)NC(=O)[C@@H](NC(=O)[C@H](C)NC(=O)[C@H](CCC(=O)O)NC(=O)[C@H](CCC(=O)O)NC(=O)[C@H](CC(=O)O)NC(=O)CCC(=O)O)C(C)C)C(=O)N[C@H](C(=O)N[C@@H](Cc1c[nH]c2ccccc12)C(=O)O)[C@@H](C)CC returned TDP1 inh 12% and N370S GC mod -4%.
Cn1cc(C=O)c2cc(F)ccc21 was read as TDP1 cell noCPT 0%, TDP1 inh 5% and N370S GC mod -14%.
`Cn1nc(-c2ccccc2)cc1NC(=O)Nc1ccccc1F` gave TDP1 cell noCPT -26% and N370S GC mod -7%.
For CCOC(=O)C(=O)N1CCN(CC)CC1 the results were TDP1 cell noCPT -8%, TDP1 inh 7% and N370S GC mod -2%.
For COc1cccc(CNCc2ccccc2OC)c1 the results were TDP1 cell noCPT -16% and N370S GC mod 0%.
For CC(C)Oc1ccc(CNC(=O)c2cccc(NC(=O)c3nsc4ccccc34)c2)cc1 the results were TDP1 cell noCPT 9.2µM* and TDP1 inh 3%.
CC(C)(C)NC(=O)C(c1ccncc1)N(C(=O)Cn1nnc(-c2ccc(F)cc2)n1)c1ccccc1 (stereo not given) was read as TDP1 cell noCPT inconclusive, TDP1 inh -6% and N370S GC mod 25%.
For O=C(c1cccs1)N(CCO)Cc1cc2cc3c(cc2[nH]c1=O)OCCO3 the results were TDP1 inh -3% and N370S GC mod 7%.
For Cc1ccc(-c2ccc(CCC(=O)O)o2)cc1 the results were TDP1 cell noCPT -5%, TDP1 inh 2% and N370S GC mod -1%.

Only part of the results is shown, so the mix of outcomes need not match the whole.
